LMNA splice mod: modulators of lamin A splicing | HeLa LMNA splicing GFP/RFP minigene ratio, 48 h | Potency, µM (series often up to 46.1 µM), for the others: at the highest dose ratio change, negative = inhibition, hits mostly inhibitors | 0.01% of 200,000 active | AID 1487; active = well fitted inhibition curve with a large enough effect in the signal ratio, with a control signal flat, not every such curve was filed as active; inconclusive = small, poorly fitted or top-dose-only effect, or effect the other way, or a change in a side signal; the % refers to the signal ratio; note: potency is the fitted concentration of half-maximal effect; % is set by controls: 0 for no effect and ±100 for the full control effect
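S3 HeLa cells stably expressing lamin A-EGFP splicing minigene plus DsRed2, 600 cells/well, 48 h compound exposure at 37C. Laser-scanning cytometry; analysed as GFP (500-530 nm)/RFP (575-640 nm) total intensity ratio; 0.5% DMSO vehicle.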
HTT aggregate: mutant huntingtin aggregation inhibition; PC12 HttQ103-GFP aggregates, Acumen cytometry, 40 h; Potency, µM (top dose mostly 46.1 µM), for inactives: at the highest dose activity change, negative = inhibition, most hits filed as inhibitors; 1.1% of 220,000 active; note: potency is the fitted concentration of half-maximal effect; % is set by controls: 0 for no effect and ±100 for the full control effect; nearly all actives have a fitted effect of over 60% in size
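Steps: seed 1500 PC12 HTTQ103-GFP cells/well; add tebufenozide, 100 nM final; add compound titration; add ATPLite reagent; quantify GFP aggregates by laser scanning cytometry.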
GAA glycogen mod: GAA glycogen-cleavage inhibition or activation; 0.38% of 300,000 active; recombinant GAA, glycogen substrate, Amplex Red glucose oxidase fluorescence; Potency, µM (top dose mostly 76.4 µM), for the others: top-dose activity change, negative = inhibition, most hits filed as inhibitors; P10253;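 note: potency is the fitted concentration of half-maximal effect; 0% = full enzyme reaction and -100% = no-enzyme basal signal; the screen sought inhibitors and activators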
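Recombinant enzyme (4 nM final) with compounds titrated up to 77 uM and bovine liver glycogen (30 ug) in citrate pH 5.0, 0.01% Tween-20, 37 C 40 min. Released glucose detected by Amplex Red/glucose oxidase (Ex 573/Em 610); AC50 from Hill fits.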
GAA spleen mod: inhibits or activates alpha-glucosidase in human spleen homogenate; P10253; human spleen homogenate, 4-MU-alpha-glucoside fluorescence; Potency, µM (highest dose often 79.9 µM), without a hit: top-dose activity change, negative = inhibition, actives largely listed as inhibitors; 0.006% of 240,000 active;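 note: potency is the fitted concentration of half-maximal effect; 0% = enzyme with vehicle and -100% = no enzyme basal signal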
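AC50 values come from Hill-equation fits of concentration-response data, normalized to no-enzyme and full-activity controls. Enzyme source: 1 ug human spleen homogenate; 1 mM fluorogenic 4-MU glucoside, pH 5.0 citrate buffer, 37 C, 40 min.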
CBFb RUNX1 block: blocks binding between human CBF-beta and RUNX1; Q01196+Q13951; 230,000 tested, under 10 active; Potency, µM (top dose mostly 59.8 µM), for the others: at the highest dose activity, negative = inhibition, usual class: inhibitors; AlphaScreen CBFb-His/RUNX1-biotin binding, biochemical; note: % of control where 0% means no effect
Target sequence (Q01196 whole entry, looked up): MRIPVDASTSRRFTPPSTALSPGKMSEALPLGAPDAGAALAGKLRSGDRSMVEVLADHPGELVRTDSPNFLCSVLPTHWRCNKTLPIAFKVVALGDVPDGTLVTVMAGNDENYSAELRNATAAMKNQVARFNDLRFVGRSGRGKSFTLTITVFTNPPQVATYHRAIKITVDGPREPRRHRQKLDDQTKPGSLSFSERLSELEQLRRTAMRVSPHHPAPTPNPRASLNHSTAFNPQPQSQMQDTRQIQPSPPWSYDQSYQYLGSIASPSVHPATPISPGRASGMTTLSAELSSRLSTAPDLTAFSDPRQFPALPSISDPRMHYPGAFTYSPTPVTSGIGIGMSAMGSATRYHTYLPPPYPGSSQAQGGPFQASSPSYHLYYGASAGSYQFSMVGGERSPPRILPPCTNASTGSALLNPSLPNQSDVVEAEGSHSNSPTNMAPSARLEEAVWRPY
Target sequence (Q13951 whole entry, looked up): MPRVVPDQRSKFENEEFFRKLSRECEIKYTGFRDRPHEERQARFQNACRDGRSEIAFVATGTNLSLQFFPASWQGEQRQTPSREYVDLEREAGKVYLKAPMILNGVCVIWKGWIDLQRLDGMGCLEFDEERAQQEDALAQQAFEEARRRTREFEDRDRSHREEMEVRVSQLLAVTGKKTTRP
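Bead-based AlphaScreen assay; binding partners His-tagged CBF-beta and biotinylated RUNX1 at 30 nM each. Compound exposure 15 min after a 20-min protein preincubation; bead step 90 min; all steps at room temperature.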
GAA inh: inhibitors of human lysosomal alpha-glucosidase; AID 1466; purified human GAA, 4-MU-alpha-glucoside fluorescence; Potency, µM (highest dose often 76.9 µM), for inactives: at the top dose activity change, negative = inhibition, most hits filed as inhibitors; P10253; 0.005% of 200,000 active;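 note: potency is the fitted concentration of half-maximal effect; plate controls were uninhibited enzyme wells for no effect and no-enzyme background for full effect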
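qHTS format, compound range up to 77 uM. Human lysosomal enzyme at 4 nM, 400 uM 4-MU glucoside substrate, pH 5.0, 20 min room temperature; fluorescence after alkaline stop gives activity normalized to controls.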
HTT ATP protect: protects HTT-Q103 PC12 cells, measured by ATP | PC12 HTT-Q103 induced, cytoprotection, ATP luminescence, 40 h | Potency, µM (doses to about 56.4 µM), without a hit: cytoprotection (ATP increase), hits mostly activators | 0.14% of 230,000 active | AID 1471;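 note: potency is the fitted concentration of half-maximal effect; % of control where 0% means no effect; nearly all actives have a fitted effect of over 45% in size; toxic huntingtin expression switched on by the ecdysone agonist tebufenozide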
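Readout: ATPlite luminescence (ATP level). Model: stable PC12, inducible Htt exon1 Q103-GFP. Inducer: tebufenozide, 100 nM final. Compounds: dose series. No G418 in medium.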
* marks the source's active call; other numbers are inactive results; u = inconclusive; x = no result given; [ ] = remark or other dose. Unless noted, calls come from the whole dose curve; as a rule, active = well fitted curve in the direction sought with a large enough effect; inconclusive = small, poorly fitted or top-dose-only effect, or another doubt; inactive = no such curve, though single readings can be large; an effect the other way counts as inactive or inconclusive. Outcome played no part in choosing rows. About 1.5% of those tested had a hit in this group.

SMILES	LMNA splice mod	HTT aggregate	GAA glycogen mod	GAA spleen mod	CBFb RUNX1 block	GAA inh	HTT ATP protect
COC(=O)C1=C(C(=O)c2ccc(C)cc2)C(c2ccccc2)n2nnnc2N1 (centres undefined)	17%	-7%	8%	-4%	0%	u	-17%
CN(C)c1ccc(/C=N/NC(=S)NCc2ccccc2)cc1	7%	2%	-28%	3%	u	3%	-12%
CCC(C)N=CC1=C(O)CC(c2ccccc2)CC1=O (centres undefined)	-2%	-1%	2%	-1%	-8%	-3%	2%
Cn1c(=O)c2c(nc(CN3CCC(C(N)=O)CC3)n2Cc2c(Cl)cccc2Cl)n(C)c1=O	5%	-12%	4%	-4%	-2%	-5%	-20%[0.074 µM]
Cc1cccc(C)c1NC(=O)CSCc1cccc(CSCC(=O)Nc2c(C)cccc2C)n1	7%	7%	4%	0%	-5%	-2%	5%[10 µM]
COc1ccc(NC(=O)c2ccc(Cl)c(NC(=O)c3ccncc3)c2)cc1	23%[46 µM]	17%[9.22 µM]	-9%	-12%	3%	4%	-2%[10 µM]
c1ccc(-c2cc3c(N4CCN(c5ccccc5)CC4)ncnc3s2)cc1	u	-27%	3%	-12%	21%	3%	18%
O=S(=O)(Cc1ccc(Cl)cc1)CC(O)COCc1ccccc1 (centres undefined)	2%	-28%	-11%	5%	3%	4%	5%
CCC(C(=O)N1CCN(c2ccccn2)CC1)n1nc(C)n2c(cc3occc32)c1=O (centres undefined)	u	11%	-8%	5%	4%	-5%	-10%
CC(=O)c1cc(C#N)c(Oc2cccc(C(F)(F)F)c2)nc1C	5%	12%	0%	-4%	-2%	0%	24%
CCOc1cccc(/C=N/Nc2nc(N3CCCC3)nc(N3CCCC3)n2)c1O	x	25%[9.22 µM]	-3%	0%	0%	x	-9%[10 µM]
CCOC(=O)C1=C(C)N=C2SC(C(=O)OC)=CC(=O)N2C1c1cc(OC)c(OC)c(OC)c1 (centres undefined)	-9%	-5%	6%	-4%	2%	4%	13%[10 µM]
CC(Cl)C(=O)c1ccc2c(c1)CCN2C(=O)C1CC1 (centres undefined)	x	-6%	-2%	4%	6%	-3%	-48%[inhibitor]
CN1CCN(/N=C/c2nc(-c3ccc(Cl)cc3)n3ccccc23)CC1	-13%	4%	6%	3%	-4%	10%	-21%[1.9 µM]
CCOC(=O)Cc1cc(=O)n2[nH]c(C(C)(C)C)cc2n1	x	8%[9.22 µM]	-2%	3%	1%	x	1%[10 µM]
Cc1sc2nc(CC(=O)N3CCCC3)[nH]c(=O)c2c1C	2%[46 µM]	19%	-7%	-2%	4%	-2%	-10%
c1ccc(NCCCNc2ccccc2)cc1	8%	12%	-13%	0%	-8%	u	-7%
O=C(Cn1nc(Cl)nc1Cl)c1ccc2c(c1)OCCO2	-4%	-3%	1%	-5%	12%	7%	7%[0.074 µM]
COCCOC(=O)C1=C(C)NC(=O)NC1c1c(F)cccc1Cl (centres undefined)	1%	14%	5%	3%	2%	-5%	-5%
Clc1ccc(Cc2noc(-c3cccs3)n2)cc1	7%	2%	8%	-2%	29%	1%	17%
COC(=O)c1cnn2c(C)c(Cc3cccc(F)c3)c(C)nc12	-17%	-1%	-3%	-4%	0%	-15%	-9%
CCCCCCCC1CC(=O)C=C(C)C1C(=O)OCC (centres undefined)	x	6%[9.22 µM]	-4%	-5%	19%	-7%	11%[10 µM]
O=C1NCCCC1C(=O)NCCN1C(=O)CCC1=O (centres undefined)	5%	u	4%	-3%	5%	-1%	-4%
O=C1Nc2ccccc2/C1=N/N=C/c1ccc(-c2ccc([N+](=O)[O-])cc2)o1	x	2%	15%	0%	-3%	0%	x
CCS(=O)(=O)c1ccc2oc(Nc3cccc(OC)c3)nc2c1	18%[46 µM]	14%	-3%	7%	6%	u	-1%[10 µM]
O=C(Nc1cccc2ccccc12)N1CCc2ccccc2C1	-5%	-11%	0%	-9%	8%	0%	31%[10 µM]
Cc1ccc(S(=O)(=O)Nc2ccc3c(c2)c2c(n3S(=O)(=O)c3ccc(C)cc3)CCCC2=O)cc1	-12%	11%	-11%	3%	7%	-3%	-4%[10 µM]
O=C(NCc1nc2ccccc2[nH]1)c1ccc([N+](=O)[O-])cc1	-28%[46 µM]	-7%	2%	8%	0%	-3%	19%
O=C(Nc1cccc(S(=O)(=O)N2CCCCC2)c1)c1ccc2ncsc2c1	x	-7%[9.22 µM]	-7%	7%	2%	x	-9%[10 µM]
C=CCOc1c(CNc2ccc(C(=O)O)cc2)cccc1OC	2%	-16%	3%	6%	4%	-2%	33%[10 µM]
O=C(NN=C1CCCCCCC1)c1ccc(F)cc1	x	16%	-22%	8%	0%	-2%	-45%
C/C(=N\NC(=O)c1ccc2c(c1)OCO2)c1ccc2c(c1)OCO2	x	8%	-20%	x	-5%	-3%	-81%[inhibitor]
NS(=O)(=O)c1ccc(NC(=O)COC(=O)c2ccc([N+](=O)[O-])s2)cc1	x	-9%[9.22 µM]	5%	7%	-3%	x	8%[10 µM]
CCn1c(CN2c3ccccc3Sc3ccccc32)n[nH]c1=S	x	0%[9.22 µM]	-16%	-3%	-12%	x	0%[10 µM]
O=C(O)/C=C/C(=O)Nc1ccccc1-c1ccccc1	-13%[0.0737 µM]	-5%	15%	-11%	1%	0%	-22%
O=C(NC1CCCCC1)c1ccccc1-c1ccccc1	-4%	5%	15%	-4%	2%	5%	-2%[10 µM]
CCOc1ccc(CCNC(=O)CSCc2ccc(C)cc2)cc1OCC	-3%	13%	3%	0%	7%	2%	-3%[10 µM]
COCc1cc(=O)[nH]c(-c2ccccc2)n1	1%[46 µM]	3%	21%	-2%	0%	0%	41%[10 µM]
CCOC(=O)C1C(=O)NC(N2CCN(CC)CC2)=NC1c1ccccc1 (centres undefined)	-3%	31%	3%	5%	7%	9%	-15%[10 µM]
O=C(/C=N/O)NCc1ccncc1	-1%	-10%	-3%	-9%	2%	0%	14%[0.074 µM]
CC(Oc1ccc(Br)cc1)C(=O)N1CCC(C(N)=O)CC1 (centres undefined)	-3%[46 µM]	-8%	22%	4%	5%	-4%	x
Clc1ccc(-c2nc(NCCCN3CCOCC3)c3ccccc3n2)cc1	x	-12%[9.22 µM]	1%	-19%	1%	x	-4%[10 µM]
C=CCn1c(SCC(=O)Nc2cc(C)cc(C)c2)nnc1-c1cnccn1	5%	-3%	3%	-4%	3%	2%	-8%
O=[N+]([O-])c1cc(C(F)(F)F)ccc1Oc1cccnc1[N+](=O)[O-]	u	12%	1%	8%	0%	-1%	-7%[10 µM]
O=C(NCCCn1ccnc1)C(Cc1ccc([N+](=O)[O-])cc1)N1C(=O)c2ccccc2C1=O (centres undefined)	-4%	-3%	-1%	9%	-5%	1%	4%[10 µM]
CCC1CCC2(CC1)NC(CO)(CO)CO2 (centres undefined)	0%	-27%[9.22 µM]	-12%	-9%	-4%	-4%	-16%
Cc1cc(/C=C2\SC(=Nc3ccccc3)NC2=O)c(C)n1-c1ccc(S(N)(=O)=O)cc1	u	u	4%	-7%	-12%	-8%	-66%[inhibitor]
COc1ccc2cc(C(=O)NCc3ccco3)c(=O)oc2c1	3%	u	-16%	1%	3%	9%	14%
Cc1ccc(S(=O)(=O)n2cc(-c3ccccc3)c(N)n2)cc1	u	-24%	0%	-1%	0%	2%	4%
COc1ccc(-c2[nH]ncc2/C=N/NC(=O)c2cc(Br)ccc2O)c(OC)c1	0%	-30%	4%	-6%	5%	0%	11%[10 µM]
Cc1cnnn1-c1ccc([N+](=O)[O-])cc1	x	-17%	2%	4%	-3%	7%	-2%
COCCNCCCCOc1c(Cl)cc(C)cc1Br	-1%	-10%	4%	5%	-4%	0%	-8%
Cc1nn2c3c(cnc2c1-c1ccccc1)C(=O)CC(c1ccco1)C3 (centres undefined)	12%	u	-5%	-8%	9%	-9%	-15%
Cc1ccc(-c2csc(N/N=C/C=C/c3ccccc3)n2)cc1	2%	2%	u	-9%	0%	-3%	-4%
O=C(N/N=C/c1ccccn1)c1ccc(Br)cc1	u	23%	4%	-7%	11%	-4%	x
Cc1onc(-c2c(F)cccc2Cl)c1C(=O)N1CCN(c2ncccn2)CC1	u	-15%[9.22 µM]	13%	1%	7%	-8%	-16%[10 µM]
O=C(c1ccco1)N1C(=O)c2cccc3cccc1c23	7%	-6%	4%	-9%	-2%	-5%	4%
COc1ccc(/C=C/C(=O)C(C)(C)C)cc1OC	-4%[46 µM]	13%[9.22 µM]	1%	-2%	5%	-13%	1%[10 µM]
Cc1nc2[nH]c(=S)[nH]c2cc1Br	u	15%	-8%	-4%	0%	3%	10%
CCOC(=O)c1ccc(N=C2SC(C(=O)NCCc3ccccc3)CC(=O)N2C)cc1 (centres undefined)	u	-4%	-10%	9%	2%	-1%	2%[10 µM]
COc1cccc2cc(C(=O)NCCc3c[nH]c4ccccc34)c(=O)oc12	6%[46 µM]	-7%[9.22 µM]	-15%	0%	-21%	5%	-5%[10 µM]
COc1ccc(Oc2nc3ccccc3n(C)c2=O)cc1	-9%	u	-16%	-14%	10%	-3%	16%[10 µM]
Cc1ccc(N2C(=O)C3C(C2=O)C(C(=O)c2ccc(Cl)cc2)N2CCCC32)cc1 (centres undefined)	-25%	u	-26%	0%	-2%	-6%	18%[0.074 µM]

Bioassay records (PubChem)
